# bCat nuc transl: modulators of beta-catenin nuclear translocation | HeLa beta-catenin nuclear translocation, immunofluorescence imaging | 0.3% of 190,000 active | AID 1665 | nuclear translocation activity, % at 5 µM;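 active means nuclear translocation activity above 50% at 5 µM, with a well cell count of 50 or more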;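 further: per-cell ratio of nuclear to cytoplasmic median beta-catenin stain intensity; plate controls were DMSO negative control for no effect and GSK-3 inhibitor IX positive control for full effect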
#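 Test system: HeLa cells, endogenous beta-catenin; Compound: single 5 µM dose plus 0.02–20 µM confirmation series; Times: compound exposure 24 h at 37°C; Signal: fluorescence imaging of beta-catenin antibody stain plus DAPI; Read-out: % activation, nuclear-to-cytoplasmic median beta-catenin signal ratio per cell.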
# Dynein cargo inh: dynein cargo transport inhibition; 3617.4 mouse cells, GR-EGFP nuclear translocation imaging; test concentration mostly 20 µM; stimulated with dexamethasone, 1 µM; stronger effect = lower value; 0.47% of 220,000 active; z-score, hits read low; AID 1381;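 active means plate z-score of nuclear minus cytoplasmic receptor signal below a set negative limit, without overly bright fluorescence or cell loss, cut at about -3.5 in these data, passing the limit was not always enough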;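 further: z-score of nuclear minus cytoplasmic ring GR-EGFP intensity difference per well; some compounds called inactive have numbers as strong as hits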
#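 Schedule: 48 h induction, then 1 h compound, then 30 min agonist, 37 °C. Buffer or medium: tetracycline-free induction medium containing charcoal-stripped FBS. Reagent: 1.0 µM final dexamethasone stimulus. Evaluation: nuclear versus cytoplasmic GR-EGFP signal, averaged per well. Signal: high-content fluorescence imaging after fixation.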
# WT yeast gro inh: growth inhibition of WT yeast, mitochondrial fusion screen. mitochondrial fusion phenotypic screen, WT strain. inhibition, % at 10 µM. 2.1% of 190,000 active; in the data active means inhibition above about 58%; tested in S. cerevisiae
# Yfh1-off respiration: mitochondrial function rescue without frataxin homolog – Friedreich's ataxia, plus single-dose screen, dose response (AID 1465); fold induction at 50 µM, or EC50 in µM where a hit was titrated; S. cerevisiae Yfh1-off respiration, WST-1 reduction, 72 h; higher fold induction means a stronger effect; 0.074% of 220,000 active;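 active means fold induction of absorbance versus untreated yeast above a set limit, then at least 30% activation at any dose in follow-up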;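 further: activators that raise dye reduction in frataxin-depleted yeast; strong numbers were not always called active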
# MT stabilize HCS: microtubule stabilization, imaging screen | % tubulin-high responders, % at 10 µM | AID 2205 | 0.83% of 200,000 active | HeLa tubulin immunostaining HCS, 24 h; share of cells brighter than vehicle mean+2SD;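 active means plate Z-score above 3 for both tubulin-high and condensed-nucleus cell shares, with cell loss under 80%, at 10 µM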;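 further: anti alpha tubulin signal scored within the nucleus-defined area of each cell; some results filed as inactive read as strong as hits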
# human PMI inhibitors: human PMI inhibitors, high substrate, primary screen, biochemical, fluorescence intensity, high mannose 6-phosphate (AID 1220); recombinant PMI enzyme, coupled fluorescence intensity; higher % means a stronger effect; 0.66% of 190,000 active; inhibition, % at 20 µM; hits with a dose series show IC50 in µM
# Ins promoter up: MIN6 insulin promoter up-regulation. MIN6 insulin promoter-GFP reporter, high-content imaging; stronger effect = higher value. z-score at 5 µM. 0.3% of 190,000 active. AID 1625;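 active means z-score above 3 at 5 µM with at least 500 cells counted in the well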
# PMI inhibitors: MPI enzyme activity inhibition – biochemical, fluorescence intensity, coupled assay, primary screen (AID 1209). inhibition, % at 20 µM, or IC50 in µM where a hit was titrated. purified PMI enzyme, coupled fluorescence intensity; higher % means a stronger effect. 0.42% of 190,000 active;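 further: plate controls were DMSO vehicle for no effect and wells lacking substrate for full effect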
# Autophagy mod: alters autophagy in cells. MEF GFP-LC3 puncta imaging; test concentration mostly 10 µM. calls only at 10 µM (by protocol). 0.98% of 190,000 active;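 active means percentage of spot-positive cells more than 3 SD above its plate mean, without a fluorescence outlier flag or 80% toxicity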;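 further: spot-positive cell cutoff set from DMSO-treated cells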
# WT yeast gro inh mutant strain: also measured in WT yeast gro inh; calls as there; inhibition, %; mitochondrial fusion phenotypic screen, mutant strain inhibition
# Dynein cargo inh cytoplasmic EGFP: recorded beside Dynein cargo inh, whose call it bears; z-score; measured here: cytoplasmic GR-EGFP intensity; stronger effect = higher value
# Dynein cargo inh nuclear GR-EGFP: second read-out of Dynein cargo inh, no call of its own (marks repeat the call); z-score; measured here: nuclear GR-EGFP intensity;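 lower value marks the stronger effect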
# Dynein cargo inh cell count: further read-out of Dynein cargo inh, marked with its call; z-score; measured here: cell count per field
# Ins promoter up cell count: second read-out of Ins promoter up, no call of its own (marks repeat the call); cell count; measured here: cytotoxicity, nuclei count;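 total cells summed across four imaged fields per well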
# bCat nuc transl cell count 5 µM: recorded beside bCat nuc transl, whose call it bears; cell count; measured here: cell count, cytotoxicity flag
# MT stabilize HCS Hoechst-high %: also measured in MT stabilize HCS; calls as there; % Hoechst-high responders; measured here: nuclear condensation Hoechst responders;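 share of cells brighter than vehicle mean plus two SD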
# MT stabilize HCS cytotoxicity %: second read-out of MT stabilize HCS, no call of its own (marks repeat the call); toxicity, %; measured here: cytotoxicity by cell density;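 0% = mean cell density of plate MIN control wells and 100% = no cells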
# Autophagy mod cell loss 18 h: further read-out of Autophagy mod, marked with its call; toxicity, %; measured here: cell loss, nuclei count;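 cell loss after 18 h compound exposure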
# The depositor's hits bear a star; i = inactive; nt = not tested or not shown. Unless noted, no stated cut-off is given here; in the data, active means inhibition above about 50%; inactive means the rest.
No.	molecule	Dynein cargo inh	MT stabilize HCS	Ins promoter up cell count	MT stabilize HCS Hoechst-high %	Dynein cargo inh cytoplasmic EGFP	bCat nuc transl cell count 5 µM	bCat nuc transl	Autophagy mod cell loss 18 h	Yfh1-off respiration	Dynein cargo inh cell count	human PMI inhibitors	WT yeast gro inh mutant strain	WT yeast gro inh	Ins promoter up	Dynein cargo inh nuclear GR-EGFP	Autophagy mod	MT stabilize HCS cytotoxicity %	PMI inhibitors
1	CCOc1cccc(NCc2cc3c(C(C)(C)C)nn(-c4ccccc4)c3[nH]c2=O)c1	0.17	1.7	869	0.6	0.4	1216	0.1	-5	i	-0.53	12%	nt	nt	0	0.67	i	6.5	15%
2	O=C(Nc1cccc([N+](=O)[O-])c1)c1ccncc1	0.12	3.0	1415	1.2	-0.15	1026	3.3	-7	i	-0.2	12%	-5	7	-0.14	0.23	i	2.7	14%
3	Nc1nc(SCC(=O)N2CCCc3ccccc32)[nH]c(=O)c1-c1ccccc1	0.77	2.2	1171	2.7	-0.23	nt	nt	10	i	-0.81	-8%	10	7	0.08	0.45	i	7.5	-2%
4	Cc1nn(-c2ccccc2)c(N)c1C(O)(C(F)(F)F)C(F)(F)F	0.32	4.7	1505	1.8	-0.23	937	1.5	15	i	-0.33	0%	-3	7	-0.53	0.45	i	13	6%
5	COC(=O)C1NN=C(C(=O)c2ccc(Br)cc2)C1c1cccc(Br)c1 (stereo unspecified)	-0.69	1.4	1145	3.7	-0.25	nt	nt	-8	i	0.45	-11%	1	48	-0.61	-0.47	i	7.9	-8%
6	CC(=O)OC1CSC2c3ccccc3C(=O)N2Cc2sccc21 (stereo unspecified)	0.093	3.3	1484	1.0	-0.2	1115	-0.7	-27	i	0.018	1%	-5	-8	-0.03	0.087	i	0.7	9%
7	CO/N=C/c1c(-c2ccc(Cl)cc2)nc2cc(C)ccn12	-0.31	4.1	1229	1.9	-0.37	1151	-3.5	2	i	0.52	10%	3	23	0.01	-0.25	i	5.4	5%
8	COc1ccc(F)cc1CN1CCN(c2cc(C)nc3c4c(C)cc(C)nc4nn23)CC1	0.32	7.8	782	2.6	0.072	954	-0.2	10	i	-1	-11%	26	41	-1	0.54	i	5.1	-4%
9	CCc1ccc(C(=O)OCC(=O)NCC(F)(F)F)cc1	0.99	6.6	1376	3.9	-0.19	1036	-4.4	-3	i	-1.8	-7%	0	-10	0.13	0.73	i	5.3	-8%
10	COc1cccc(NC(=O)Cc2nnc(SCC(=O)NC(C)c3ccccc3)n2C)c1 (stereo unspecified)	-0.84	2.2	968	1.7	0.38	nt	nt	1	i	0.61	0%	0	0	-0.24	-0.16	i	6.8	1%
11	CCSC1=NCCN1S(=O)(=O)c1ccc(F)cc1	0.45	1.9	1115	2.6	-0.21	1065	-0.2	5	nt	-0.23	-14%	1	-9	0.29	0.26	i	3.7	-18%
12	c1cc2c(cc1Oc1nc(N3CCOCC3)nc(N3CCOCC3)n1)OCO2	-0.36	2.9	1299	1.9	-0.19	nt	nt	-3	i	-0.8	-2%	4	-9	0.22	0.095	i	8.5	2%
13	CC(=O)N(CCC(Cc1ccccc1)c1ccc2c(c1)OCO2)Cc1ccc(Cl)cc1 (stereo unspecified)	0.98	2.5	1840	1.6	-0.2	817	0.7	-23	i	-0.11	22%	-1	3	-0.51	0.1	i	11	23%
14	Cc1ccc(C23CC4CC(CC(NC(=O)N5CCN(C)CC5)(C4)C2)C3)cc1	0.35	4.2	1383	1.9	-0.088	1057	0.8	-4	i	-0.61	6%	0	13	-0.6	-0.15	i	5.1	8%
15	CCOc1ccc(C2/C(=C(/O)c3ccc(F)cc3)C(=O)C(=O)N2CCCN(C)C)cc1 (stereo unspecified)	-0.67	3.2	1274	2.1	-0.25	nt	nt	-1	i	0.37	8%	11	6	0.06	0.16	i	15	16%
16	CCOc1ccc(OC(=O)c2cccnc2)cc1	2.4	4.1	1517	1.9	-0.24	922	-0.8	-3	i	-1.2	6%	-10	-11	1.6	1.2	i	2.7	8%
17	COc1ccc(CN(C(=O)c2cccc(OC)c2)C2CCS(=O)(=O)C2)cc1 (stereo unspecified)	0.31	nt	1087	nt	-0.16	1331	-2.2	nt	i	1	nt	nt	nt	0.01	0.06	nt	nt	nt
18	COc1ccc(-c2cc(C)nc(SCc3cccc(C(=O)O)c3)n2)cc1	0.67	5.3	1436	1.7	-0.24	574	-3.2	8	i	-0.38	-5%	17	4	0.08	0.44	i	8.5	-1%
19	O=S(=O)(Cc1noc(-c2ccc(Cl)cc2)n1)Cc1ccco1	-0.96	nt	1485	nt	0.12	1096	-1.1	nt	i	-0.11	nt	nt	nt	1.5	-0.46	nt	nt	nt
20	CCN(CC(=O)Nc1ccc(C(C)=O)cc1)CC(=O)Nc1ccccc1C(F)(F)F	0.69	2.2	nt	2.2	-0.3	1046	0.0	22	i	0.063	-6%	-3	-7	nt	0.26	i	3.1	-23%
21	CCOc1cc(C)nc(Oc2ccc(=O)[nH]n2)n1	0.83	2.0	nt	1.9	-0.25	nt	nt	-4	i	-0.53	1%	4	-4	nt	0.34	i	8.2	5%
22	CCCC(NCC(O)COc1ccc(-c2ccccc2)cc1)c1ccccc1 (stereo unspecified)	1.4	22*	833	13*	-0.086	1090	-1.0	7	i	-0.58	9%	95	88	-1.3	0.9	i	32*	5%
23	O=C(COC(=O)[C@H](Cc1ccccc1)N1C(=O)c2ccccc2C1=O)Nc1ccc2c(c1)OCO2	-0.38	1.2	946	0.9	-0.23	nt	nt	-1	i	0.051	14%	11	31	-0.8	-0.068	i	5.5	9%
24	COc1ccc(N2CCN(Cc3cc(OC)c(O)c([N+](=O)[O-])c3)CC2)cc1	0.13	2.5	1316	1.5	0.31	962	0.1	-3	i	-0.15	7%	-14	-11	0.2	0.27	i	2.1	-5%
25	CC(NC(=O)Nc1ccccc1)C(c1cccs1)N1CCN(c2ccccc2)CC1 (stereo unspecified)	0.7	3.4	1387	2.4	-0.27	1105	-3.1	-1	i	-0.63	1%	12	19	0.01	0.77	i	11	2%

# 5 of these compounds, reformatted:
# The line under a structure holds: Dynein cargo inh	MT stabilize HCS	Ins promoter up cell count	MT stabilize HCS Hoechst-high %	Dynein cargo inh cytoplasmic EGFP	bCat nuc transl cell count 5 µM	bCat nuc transl	Autophagy mod cell loss 18 h	Yfh1-off respiration	Dynein cargo inh cell count	human PMI inhibitors	WT yeast gro inh mutant strain	WT yeast gro inh	Ins promoter up	Dynein cargo inh nuclear GR-EGFP	Autophagy mod	MT stabilize HCS cytotoxicity %	PMI inhibitors
21: CCOc1cc(C)nc(Oc2ccc(=O)[nH]n2)n1
 : 0.83	2.0	nt	1.9	-0.25	nt	nt	-4	i	-0.53	1%	4	-4	nt	0.34	i	8.2	5%
22: CCCC(NCC(O)COc1ccc(-c2ccccc2)cc1)c1ccccc1 (stereo unspecified)
 : 1.4	22*	833	13*	-0.086	1090	-1.0	7	i	-0.58	9%	95	88	-1.3	0.9	i	32*	5%
23: O=C(COC(=O)[C@H](Cc1ccccc1)N1C(=O)c2ccccc2C1=O)Nc1ccc2c(c1)OCO2
 : -0.38	1.2	946	0.9	-0.23	nt	nt	-1	i	0.051	14%	11	31	-0.8	-0.068	i	5.5	9%
24: COc1ccc(N2CCN(Cc3cc(OC)c(O)c([N+](=O)[O-])c3)CC2)cc1
 : 0.13	2.5	1316	1.5	0.31	962	0.1	-3	i	-0.15	7%	-14	-11	0.2	0.27	i	2.1	-5%
25: CC(NC(=O)Nc1ccccc1)C(c1cccs1)N1CCN(c2ccccc2)CC1 (stereo unspecified)
 : 0.7	3.4	1387	2.4	-0.27	1105	-3.1	-1	i	-0.63	1%	12	19	0.01	0.77	i	11	2%

# Remaining list, next part.
No.	molecule	Dynein cargo inh	MT stabilize HCS	Ins promoter up cell count	MT stabilize HCS Hoechst-high %	Dynein cargo inh cytoplasmic EGFP	bCat nuc transl cell count 5 µM	bCat nuc transl	Autophagy mod cell loss 18 h	Yfh1-off respiration	Dynein cargo inh cell count	human PMI inhibitors	WT yeast gro inh mutant strain	WT yeast gro inh	Ins promoter up	Dynein cargo inh nuclear GR-EGFP	Autophagy mod	MT stabilize HCS cytotoxicity %	PMI inhibitors
26	CSc1nc(-c2ccccc2)nn1C(=O)c1ccco1	0.75	2.6	nt	2.1	-0.26	1211	-3.1	-3	i	0.023	-11%	1	-7	nt	0.88	i	9.2	-10%
27	Cc1ccc(Cn2c(/C=C/c3ccco3)nc3ccccc32)cc1	-0.42	6.8	1394	2.7	-0.13	1014	2.0	18	i	0.12	-14%	12	57	2.1	-0.29	i	6.6	-20%
28	O=C(NCCSCc1ccco1)c1ccc(CN2CCOCC2)cc1	-0.63	1.2	899	1.3	0.018	nt	nt	-9	i	0.52	-8%	4	12	-0.05	-0.014	i	7.0	-10%
29	Cc1cc(C)cc(NC(=S)/C(=C(\[O-])c2ccc(Cl)cc2Cl)[n+]2ccccc2)c1	-0.63	2.6	1323	1.6	-0.069	1099	-1.8	4	i	0.91	-2%	-20	6	0.56	-0.35	i	2.5	-21%
30	C=C(C)CNC(=S)N/N=C/C1=CCC2CC1C2(C)C (stereo unspecified)	-1.5	2.8	1237	3.3	-0.27	1006	1.7	1	i	0.47	17%	66	64	-0.41	-1	i	6.9	18%
31	O=C(CC1C(=O)NCCN1Cc1c(F)cccc1Cl)NCCCn1ccnc1 (stereo unspecified)	-0.45	1.5	1544	3.0	-0.16	965	0.6	-6	i	-0.12	14%	8	16	0.4	-0.33	i	3.7	0%
